Screening data as filed in PubChem BioAssay.
Mm-Cpn inhibitor – M. maripaludis TRiC chaperonin inhibition. 0.031% of 330,000 active. purified Mm-Cpn ATPase, ADP Transcreener TR-FRET. Potency, µM (titrated, usually from 76.9 µM), for the others: at the top dose activity, negative = inhibition, actives largely listed as inhibitors. AID 504842; also: potency is read from the fitted curve at half-maximal effect; % is scaled to controls: 0 for no effect and ±100 for the full control effect; nearly all actives have a fitted effect of over 80% in size
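Reaction buffer contained 30 mM Tris pH 7.4, 100 mM KCl, 5 mM MgCl2 and 1 mM DTT. Mm-CPN (25 nM final) hydrolysed 10 uM ATP over 30 min at 37°C; ADP was read by HTRF.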
Nrf2 ARE act – Nrf2 pathway activation; AREc32 ARE-luciferase reporter (MCF7-derived line), luminescence, 24 h; Potency, µM (series often up to 46.1 µM), for inactives: at the highest dose activation, hits mostly activators; 0.31% of 410,000 active; also: potency is read from the fitted curve at half-maximal effect; % of control where 0% means no effect; nearly all actives have a fitted effect of over 65% in size
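AREc32_Fluc, 1000 cells/well, OPTI-MEM + 5% FBS, o/n 37 deg C 5% CO2; 23 nL cpd by pin tool, 24 hr; Steady-Glo 30 min RT, luminescence.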
Akt phos inh – blocks phosphorylation of Akt | Neuro2A IGF-stimulated pAkt S473 HTRF, 20 min; active compounds read low | activity change, % for hits at 50 µM | 0.32% of 360,000 active | AID 651550; in the data active = activity change below about -80%; inconclusive = mostly about -51% to -80%; also: % is scaled to controls: 0 for no effect and ±100 for the full control effect
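Single-point screen (50 µM final compound) in Neuro2A cells stimulated 20 min with 6 nM IGF at 37 deg C. After lysis, Ser473-phosphorylated Akt read by HTRF (ex 330 nm, em 615/665 nm) as the 665/615 ratio.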
CCT chaperon mod – modulators of cytosolic chaperonin (CCT/TRiC) activity; purified chaperonin ATPase assay, HTRF ADP detection, 30 min; activity change, % (concentration not given with the values), hits read low; 0.3% of 360,000 active; in the data active = activity change below about -30%; also: % is scaled to controls: 0 for no effect and ±100 for the full control effect
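TRiC (40 or 20 nM final, by batch activity) in 30 mM Tris pH 7.4, 100 mM KCl, 5 mM MgCl2, 1 mM DTT was treated with compound at 76 uM single dose, then 10 uM ATP, 30 min at 37 °C. ADP was read by HTRF Transcreener.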
Abeta rescue – A-beta toxicity reversal in yeast | yeast expressing A-beta42, growth rescue, OD600, 48 h; response scale: 0% DMSO, 100% iron-clioquinol control | Potency, µM (highest dose often 46.1 µM), without a hit: at the highest dose growth rescue, most hits filed as activators | 0.063% of 410,000 active | AID 1347071; also: potency is read from the fitted curve at half-maximal effect; nearly all actives have a fitted effect of over 55% in size
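Growth rescue measured by 600 nm absorbance after 48 h yeast culture at 30 C with compound. Values normalized between DMSO and an equimolar ferric chloride plus clioquinol control.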
Nrf2 inh – inhibitors of Nrf2 signaling; A549 ARE-Fluc reporter, luciferase luminescence, 18-24 h; Potency, µM (titrated, usually from 46 µM), without a hit: at the highest dose activity change, negative = inhibition, hits mostly inhibitors; 2.1% of 360,000 active; AID 504444; also: potency is read from the fitted curve at half-maximal effect; % is scaled to controls: 0 for no effect and ±100 for the full control effect; nearly all actives have a fitted effect of over 60% in size
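Concentration-response testing used A549 ARE_Fluc cells at 5000 cells/well. Following an 18-24 h compound incubation, viability was read by fluorescence (Ex 405/Em 525) and luciferase output by luminescence.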
HepG2 viability – kills HepG2 cells in TGF-b inhibitor counter-screen; HepG2 CAGA-GFP viability, ATP luminescence, 18 h; Potency, µM (series often up to 46.1 µM), inactives show top-dose activity change, negative = cytotoxicity, most hits filed as cytotoxic; 0.76% of 410,000 active; also: potency is read from the fitted curve at half-maximal effect; some results filed as inactive show a strong effect at the top dose
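HepG2 CAGA-GFP cells (1000/well, DMEM with 1% FBS) received compound, then TGF-beta at 500 pg/mL final, and were incubated 18 hours at 37 degrees C. Viability was read by CellTiter-Glo luminescence. Media-only wells were set as complete cell-killing and DMSO as no toxicity.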
TGFb inhibitor – inhibitors of TGF-b signaling; Potency, µM (highest dose often 46.1 µM), without a hit: at the highest dose activity, negative = inhibition, most hits filed as inhibitors; 1.2% of 410,000 active; HepG2 CAGA-GFP TGF-b/SMAD3 reporter, GFP fluorescence, 18 h; TGF-beta stimulated, 500 pg/mL final; AID 588855; also: potency is read from the fitted curve at half-maximal effect; % is scaled to controls: 0 for no effect and ±100 for the full control effect; nearly all actives have a fitted effect of over 65% in size
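Inhibition of TGF-beta-driven CAGA-GFP reporter expression in HEPG2 cells is measured by cellular GFP fluorescence after 18 h stimulation with 500 pg/mL recombinant TGF-beta in 1% FBS medium at 37 degrees C.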
A549 viability – kills or reduces viability of A549 cells in Nrf2 counter-screen. 0.16% of 390,000 active. Potency, µM (doses to about 46 µM), inactives show at the top dose activity change, negative = cytotoxicity, usual class: inhibitors. AID 504648. A549 ARE-Fluc cells, CellTiter-Fluor viability, 18-24 h; also: potency is read from the fitted curve at half-maximal effect; % is scaled to controls: 0 for no effect and ±100 for the full control effect
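A549 ARE_Fluc cells in 5% FBS OPTI-MEM were exposed to compounds in concentration-response for 18-24 h at 37 deg C. Viability was read by CellTiter-Fluor fluorescence (Ex 405/Em 525) after 30 min, before the luciferase read.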
An asterisk follows results filed as active; i = inactive; ? = inconclusive; · = not tested or not shown; [ ] = dose if it differs, or a comment. Unless noted, calls follow the shape of the dose curve; as a rule, active = well fitted curve in the direction sought with a large enough effect; inconclusive = small, poorly fitted or top-dose-only effect, or another doubt; inactive = no such curve, though single readings can be large; an effect the other way counts as inactive or inconclusive.

SMILES | Mm-Cpn inhibitor | Nrf2 ARE act | Akt phos inh | CCT chaperon mod | Abeta rescue | Nrf2 inh | HepG2 viability | TGFb inhibitor | A549 viability
Cc1ccsc1C1Nc2ccc3ncccc3c2C2=C1C(=O)CCC2 (centres undefined) | -2% | -0.2% | i | 0.1 | 2% | ? | -1% | -13% | -10%
O=C(COC(=O)CSc1ccc(F)cc1)NCCCc1ccccc1 | 2% | 1.9% | i | -1.6 | 1% | 5% | 7% | 17% | 9%
CCCc1nc2ccccc2n2c(-c3cccc(C)c3)c3c(=O)n(C)c(=O)n(C)c3c12 | · | -0.8% | · | · | -17% | 8% | 0% | -17% | -2%
CCC1CN(C(=O)Nc2cccc3c2CCCC3)c2cc(C)ccc2O1 (centres undefined) | · | 5.7% | · | · | 3% | ? | -17% | ? | 1%
CCc1cccc(NS(=O)(=O)c2cc(-c3cnc(C)o3)ccc2OC)c1 | · | 6.1% | · | · | -3% | · | -23% | -37% | -3%
Cc1ccc(NCc2nnc(SCC(=O)N3CCCc4ccccc43)o2)c(C)c1 | -3% | -0.6% | i | 0.3 | 23% | ? | -26% | -5% | 2%
C=CCn1c(SCC(=O)Nc2ccc(N3CCOCC3)cc2)nnc1-c1ccncc1 | -1% | 0.2% | i | -1.7 | 7% | 1% | 24% | 21% | 3%
O=c1[nH]c2cc3c(cc2cc1CN(CC1CCCO1)S(=O)(=O)c1ccccc1)OCCO3 (centres undefined) | -22% | 0.6% | i | -0.2 | 6% | -16% | -5% | 13% | -8%
CCOC(=O)C1C(=O)NC(N2CCCCC2)=NC1c1ccccc1 (centres undefined) | -2% | -0.6% | · | 0.7 | 19% | 1% | 5% | ? | -1%
O=C(NCC(=O)N1CCCC1)c1ccc(Cl)cc1 | 1% | -0.5%[9.22 µM] | i | 2.6 | 3% | 0% | -25% | -6% | 8%
Cc1c(NC(=O)CN2C(=O)C(=O)c3ccccc32)c(=O)n(-c2ccccc2)n1C | 4% | 0.1% | i | -0.2 | -10% | -2% | -11% | 1% | 0%
O=C(OCc1nc2ccccc2[n+]([O-])c1C(=O)c1ccccc1)c1ccco1 | -2% | 8.6% | i | -2.8 | 1% | 7% | 17% | 6% | -2%
CN(C)C(=O)CCc1ccc2c3c([nH]c2c1)[C@]1(CCc2ccccc2)[C@@H](C(=O)N2CCCCC2)C[C@H](CC(=O)NC(C)(C)C)C(=O)N1CC3 | 1% | 2.9% | i | -0.2 | -5% | ? | -28% | ? | 7%
C(=N\Nc1nc(-c2ccccc2)cs1)/c1cccnc1 | -3% | 11% | i | 0.4 | -61%[inhibitor] | 17% | -17% | 8% | -5%
COc1ccc(-c2nn(CC(=O)Nc3ccccc3F)c3c2cnc2ccc(F)cc23)cc1 | · | 10% | · | · | -4% | ? | 0% | -1% | -3%
CCOc1ccc(NC(=O)c2ccccc2OC)cc1 | 1% | 6.0% | i | 0.5 | 0% | ? | -1% | 22% | 15%
COc1ccc(-c2c3c(=O)n(C)c(=O)n(C)c3cn2-c2cccc(N)c2)cc1 | · | 1.1% | · | · | 7% | -25% | -9% | -2% | 1%
Cc1ccc(NC(=O)C2CCN(S(=O)(=O)c3c(C)n[nH]c3C)CC2)nc1 | 1% | 0.1% | i | -4.4 | 16% | · | -24% | 9% | 0%
CCCOC(=O)Nc1cc(OC)ccc1[N+](=O)[O-] | 0% | 11% | i | 0.6 | 9% | 5% | 2% | -1% | 14%
CN(Cc1ccc(F)cc1)C(=O)c1ccc2c(c1)NC(=O)CS2 | 3% | 3.1% | i | 0.5 | -11% | 4% | -17% | -4% | 0%
O=C(CSc1ccccn1)N1CCOCC1 | -1% | 0.0% | i | 0.1 | 1% | ? | 8% | 4% | 3%
CC(C)[C@H](NS(=O)(=O)c1ccccc1)C(=O)OCC(=O)NC(=O)NC1CCCCC1 | -1% | -0.6% | i | -4.0 | 11% | 16% | 0% | 0% | 3%
COc1ccccc1Oc1ccc(-c2cnc3ccccc3n2)cc1[N+](=O)[O-] | 0% | 8.3% | i | -1.3 | -10% | ? | 3% | -17% | -16%
O=C1NC(=O)N(Cc2ccccc2F)C1=O | 0% | -0.8% | i | -2.5 | -6% | 12% | -17% | -2% | 1%
CC(C)(C)OC(=O)N1CCC[C@H]1C(=O)OCC(=O)Nc1cc(S(C)(=O)=O)ccc1Cl | 0% | -0.1% | i | 0.2 | -3% | 9% | -1% | -14% | 2%

An excerpt from above in order of molecular weight, smallest number first.
SMILES | Mm-Cpn inhibitor | Nrf2 ARE act | Akt phos inh | CCT chaperon mod | Abeta rescue | Nrf2 inh | HepG2 viability | TGFb inhibitor | A549 viability
CCOc1ccc(NC(=O)c2ccccc2OC)cc1 | 1% | 6.0% | i | 0.5 | 0% | ? | -1% | 22% | 15%
C(=N\Nc1nc(-c2ccccc2)cs1)/c1cccnc1 | -3% | 11% | i | 0.4 | -61%[inhibitor] | 17% | -17% | 8% | -5%
Cc1ccc(NC(=O)C2CCN(S(=O)(=O)c3c(C)n[nH]c3C)CC2)nc1 | 1% | 0.1% | i | -4.4 | 16% | · | -24% | 9% | 0%

An excerpt from above in order of the Mm-Cpn inhibitor value, rising:
mol | Mm-Cpn inhibitor
Cc1ccc(NCc2nnc(SCC(=O)N3CCCc4ccccc43)o2)c(C)c1 | -3%
Cc1ccsc1C1Nc2ccc3ncccc3c2C2=C1C(=O)CCC2 (centres undefined) | -2%
COc1ccccc1Oc1ccc(-c2cnc3ccccc3n2)cc1[N+](=O)[O-] | 0%
Cc1ccc(NC(=O)C2CCN(S(=O)(=O)c3c(C)n[nH]c3C)CC2)nc1 | 1%
Cc1c(NC(=O)CN2C(=O)C(=O)c3ccccc32)c(=O)n(-c2ccccc2)n1C | 4%

(further entries)
SMILES | Mm-Cpn inhibitor | Nrf2 ARE act | Akt phos inh | CCT chaperon mod | Abeta rescue | Nrf2 inh | HepG2 viability | TGFb inhibitor | A549 viability
CC1CC(C(F)(F)F)n2ncnc2N1 (centres undefined) | 2% | 2.4% | i | -3.8 | 11% | 9% | -3% | 0% | 0%
COc1ccc(Cl)cc1NC(=O)c1noc(C)c1[N+](=O)[O-] | 0% | ? | i | -0.5 | 1% | 16% | 0% | 17% | -1%
Cc1cc(N2CCOCC2)n2nc(C)c(-c3ccccc3)c2n1 | 0% | 4.5% | i | -0.4 | 2%[9.22 µM] | · | -2% | 12% | 1%
O=C(CSc1nnc(-c2ccncc2)o1)Nc1ccccc1C(F)(F)F | 0% | 0.2% | i | 1.3 | 12% | 4% | -18% | 4% | 1%
COc1cc2ccccc2cc1C(=O)NC(=S)Nc1cc(C(=O)O)ccc1C | 1% | 0.3% | i | -2.2 | 6% | ? | -5% | 4% | 3%
Cc1[nH]nc(-c2ccc(OCc3cnn(-c4ccccc4)c3)cc2O)c1Oc1ccc(Cl)cc1 | -7% | 2.9% | i | -2.1 | 1% | ? | -39% | ? | ?
Cc1cc(Cl)c(S(=O)(=O)N2CC(C)OC(C)C2)cc1OCC(N)=O (centres undefined) | 1% | -1.6% | i | -3.2 | -4% | 4% | -5% | -12% | 1%
COCCN1C(=O)c2ccccc2C(C(=O)NCCCN2CCCC2=O)C1c1c[nH]c2ccccc12 (centres undefined) | -3% | -0.1% | i | 0.6 | -1% | · | -2% | 0% | -1%
O=C(O)CCCC(=O)Nc1ccccc1C(=O)N1CCCC1 | 0% | -1.9% | i | -0.6 | 10% | · | -1% | -13% | 2%
COc1cccc(-n2cc(C(=O)NCCc3ccc(C)cc3)c3ccccc3c2=O)c1 | · | -0.3% | · | · | -1% | -4% | -24% | -29% | -4%
Cn1nnnc1SCCNCc1ccncc1 | 1% | 0.0% | i | -1.9 | -11% | · | 8% | ? | 1%
Cc1cc(O)ccc1N1C(=O)c2cccc3cc([N+](=O)[O-])cc(c23)C1=O | -2% | 2.3% | i | -1.9 | 9% | -7% | 0% | 11% | -26%
CCN(CC(=O)N1CCCC1)S(=O)(=O)c1cc(C)ccc1OC | 1% | -0.3% | i | 0.2 | 14% | 0% | -1% | -18% | 0%
COc1ccc(CCn2c(C3CCCCC3)nc3c(c(=O)c4ccccc4n3C)c2=O)cc1 | -1% | 6.6% | i | 1.0 | 0% | -13% | -37% | ? | -18%
Clc1ccc(-n2nnc(-c3ncc[nH]3)n2)cc1Cl | · | 3.2% | i | -1.0 | -28% | 29% | -19% | -13% | 7%
CC(C)(C)NC(=O)NC(=O)CSc1nncs1 | -1% | 3.7% | i | -0.2 | -9% | 2% | 1% | 16% | 21%
COc1ccc(C(=O)NCc2ccco2)cc1S(=O)(=O)N1CCOCC1 | -1% | 8.2% | i | -1.5 | 9% | -1% | -11% | -2% | -1%
CCCn1c(Nc2nc3ccccc3n2C)nc2ccccc21 | 1% | -1.5% | i | 0.6 | -70%[inhibitor] | ? | 7.1µM* | -7% | ?

In the list so far, two contain a COOH group.
SMILES | Mm-Cpn inhibitor | Nrf2 ARE act | Akt phos inh | CCT chaperon mod | Abeta rescue | Nrf2 inh | HepG2 viability | TGFb inhibitor | A549 viability
COc1cc2ccccc2cc1C(=O)NC(=S)Nc1cc(C(=O)O)ccc1C | 1% | 0.3% | i | -2.2 | 6% | ? | -5% | 4% | 3%
O=C(O)CCCC(=O)Nc1ccccc1C(=O)N1CCCC1 | 0% | -1.9% | i | -0.6 | 10% | · | -1% | -13% | 2%
